Screening results deposited in PubChem by several laboratories.
Myeloid diff 2: induction of myeloid progenitor differentiation, primary screen, cell-based, flow cytometry, MLPCN library; ER-HoxA9 myeloid progenitors, lysozyme-GFP differentiation; calls only at 10 µM; hit rate 1% among 360,000;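 active means normalized GFP-positive differentiation at or above the plate's own cutoff, the solvent-only control mean plus 3 SD; inconclusive means no clear call, values can overlap the other calls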;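 further: cells exposed to compound for four days before flow analysis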
UTI89 phage lysis: inhibition of K1F phage lysis, E. coli UTI89, bacterial capsule biogenesis inhibitors, alamar blue (AID 488966). E. coli UTI89 K1F phage lysis, alamar blue, 2 h; higher % means a stronger effect. hit rate 0.02% among 340,000. inhibition, % at 100 µM, or IC50 in µM where a hit was titrated;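 active means phage lysis inhibition, versus mean bacterial control, above a set limit; inconclusive means no clear call, values can overlap the other calls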;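 further: capsule biogenesis inhibitors block K1F phage lysis so surviving cells raise fluorescence; higher fluorescence means more inhibition of phage lysis; actives were called in the ten point dose series up to 300 µM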
Myeloid diff 2 GFP+ MAC1+ %: further read-out of Myeloid diff 2, marked with its call; GFP+ MAC1+ double positive, %; measured here: differentiation confirmed by MAC1 staining
Starred values were filed as active, the others as inactive; & = joins results of further samples; [ ] = another dose, or the depositor's remark. An excerpt. The share of hits here may be higher or lower than overall.

What do the screens show for `O=C(CSc1nnc(NC(=O)c2c(F)cccc2F)s1)NCC1CCCO1` (stereo unspecified)?
Myeloid diff 2: inactive; UTI89 phage lysis: 0.8%[50 µM]; Myeloid diff 2 GFP+ MAC1+ %: 0.6

What do the screens show for `CC(=O)CC[C@@H](C)O[C@@H]1OC(C)[C@H](O)CC1O` (stereo partly specified)?
Myeloid diff 2: inactive; UTI89 phage lysis: 3.0%; Myeloid diff 2 GFP+ MAC1+ %: 2.0

Results for COc1ccc(CNS(=O)(=O)c2ccc(F)cc2Br)cc1 ?
Myeloid diff 2: inactive; UTI89 phage lysis: 0.1%; Myeloid diff 2 GFP+ MAC1+ %: 0.5

Results for CC1(C)C(CC(=O)O)CC1C(=O)O (stereo unspecified) ?
Myeloid diff 2: inactive; UTI89 phage lysis: -1.1%; Myeloid diff 2 GFP+ MAC1+ %: 0.5

What do the screens show for `Cc1cnc(C(=O)OCC(=O)c2ccc(Br)s2)cn1`?
Myeloid diff 2: inactive; UTI89 phage lysis: 0.4%[50 µM]; Myeloid diff 2 GFP+ MAC1+ %: 0.8

How did COc1ccc(S(=O)(=O)Nc2cccc3c2O[C@H](CN(C)Cc2ccccc2)[C@@H](C)CN([C@H](C)CO)C3=O)cc1 do in these assays?
Myeloid diff 2: inactive; UTI89 phage lysis: -0.6%; Myeloid diff 2 GFP+ MAC1+ %: 1.1

How did CN(C(=O)c1ccc(N2CCCCC2)c([N+](=O)[O-])c1)C1CCS(=O)(=O)C1 (stereo unspecified) do in these assays?
Myeloid diff 2: inactive; UTI89 phage lysis: 2.8%; Myeloid diff 2 GFP+ MAC1+ %: 0.5

Results for COc1ccccc1CN1Cc2cccc3c2[C@@H](CC1=O)[C@H](O)[C@H](O)C3 ?
Myeloid diff 2: inactive; UTI89 phage lysis: -0.1%; Myeloid diff 2 GFP+ MAC1+ %: 1.7

What do the screens show for `O=S(=O)(N/N=C1/CC(c2ccccc2)Oc2ccccc21)c1ccccc1` (stereo unspecified)?
Myeloid diff 2: active; UTI89 phage lysis: -3.9%; Myeloid diff 2 GFP+ MAC1+ %: 9.3*

Results for C=CC[C@H](CC(=O)N(CCO)Cc1ccccc1)C(=O)N[C@H](C)COC(=O)[C@@H](CC=C)Cc1ccc(F)cc1 ?
Myeloid diff 2: inactive; UTI89 phage lysis: 0.5%; Myeloid diff 2 GFP+ MAC1+ %: 2.0

How did Cc1ccc(C(=O)C(C)OC(=O)C2CCN(c3ccc(C(F)(F)F)cn3)CC2)cc1C (stereo unspecified) do in these assays?
Myeloid diff 2: inactive; UTI89 phage lysis: 1.3%[50 µM]; Myeloid diff 2 GFP+ MAC1+ %: 0.7

How did COc1cccc(OC)c1C1=CC(=O)C[C@H](c2ccc3c(c2)OCO3)C1 do in these assays?
Myeloid diff 2: inactive; UTI89 phage lysis: 1.2%; Myeloid diff 2 GFP+ MAC1+ %: 0.5

Results for O=C(COC(=O)c1ccc(Br)o1)NCc1ccc2c(c1)OCO2 ?
Myeloid diff 2: inactive; UTI89 phage lysis: 0.8%[50 µM]; Myeloid diff 2 GFP+ MAC1+ %: 0.4

What do the screens show for `CC(=O)Nc1ccc(S(=O)(=O)N[C@@H](C)C(=O)N(C)Cc2cccs2)cc1`?
Myeloid diff 2: inactive; UTI89 phage lysis: 0.8%[50 µM]; Myeloid diff 2 GFP+ MAC1+ %: 1.6

Results for CCCCCn1nc(C(=O)N(CC(C)C)c2c(N)n(CCCC)c(=O)[nH]c2=O)c2ccccc2c1=O ?
Myeloid diff 2: inactive; UTI89 phage lysis: 0.3%[50 µM]; Myeloid diff 2 GFP+ MAC1+ %: 1.1

Results for Cc1ccc(CNC(=O)C2CC(c3ccccc3C(F)(F)F)=NO2)o1 (stereo unspecified) ?
Myeloid diff 2: inactive; UTI89 phage lysis: 0.5%; Myeloid diff 2 GFP+ MAC1+ %: 1.0

Results for O=c1ncn(-c2cccc([N+](=O)[O-])c2)c2ccccc12 ?
Myeloid diff 2: inactive; UTI89 phage lysis: -1.3%; Myeloid diff 2 GFP+ MAC1+ %: 0.6

What do the screens show for `CCCCN1CCC(COC(=O)c2cc(Cl)c(N)c3c2OCCO3)CC1`?
Myeloid diff 2: inactive; UTI89 phage lysis: 1.6%; Myeloid diff 2 GFP+ MAC1+ %: 1.6

What do the screens show for `COc1ccc(S(=O)(=O)N2CCCCCC2)cc1C(=O)N(C)Cc1c(F)cccc1Cl`?
Myeloid diff 2: inactive; UTI89 phage lysis: -0.1%[50 µM]; Myeloid diff 2 GFP+ MAC1+ %: 0.5

How did COc1ccc(SC[C@H](Cc2ccccc2)N2CC[C@@H](NC(=O)OCc3ccccc3)CCC2=O)cc1 do in these assays?
Myeloid diff 2: inactive; UTI89 phage lysis: 0.8%; Myeloid diff 2 GFP+ MAC1+ %: 1.1

How did CC(NC(=O)CN(C)CC(=O)Nc1cccc(F)c1)c1ccccc1 (stereo unspecified) do in these assays?
Myeloid diff 2: inactive; UTI89 phage lysis: 0.1%[50 µM]; Myeloid diff 2 GFP+ MAC1+ %: 1.5

What do the screens show for `CC(C)(C)NC(=O)C[C@H]1C[C@H](C(=O)N2CCCCC2)[C@@]2(C)c3[nH]c4cc(-c5ccco5)ccc4c3CCN2C1=O`?
Myeloid diff 2: inactive; UTI89 phage lysis: 0.1%; Myeloid diff 2 GFP+ MAC1+ %: 0.3

What do the screens show for `Cc1ccc(NC(=O)CN(C)C(=O)c2ccc(NS(=O)(=O)c3cccc([N+](=O)[O-])c3)cc2)cc1`?
Myeloid diff 2: inactive; UTI89 phage lysis: -0.4%; Myeloid diff 2 GFP+ MAC1+ %: 0.6

What do the screens show for `Cc1ccc(NC(=O)COC(=O)CC2CCCC2)cc1F`?
Myeloid diff 2: inactive; UTI89 phage lysis: 1.0%; Myeloid diff 2 GFP+ MAC1+ %: 0.4

What do the screens show for `O=C(c1ccccc1)c1ccc(Oc2ccc([N+](=O)[O-])cc2[N+](=O)[O-])cc1`?
Myeloid diff 2: inactive; UTI89 phage lysis: -2.5%; Myeloid diff 2 GFP+ MAC1+ %: 1.1

What do the screens show for `Cc1ccc(S(=O)(=O)N(C)C)cc1NC(=O)COC(=O)CN1C(=O)c2ccccc2C1=O`?
Myeloid diff 2: inactive; UTI89 phage lysis: 0.5%[50 µM]; Myeloid diff 2 GFP+ MAC1+ %: 0.1

Results for O=C(CN1CCOCC1)Nc1ccc(Cl)c(Cl)c1 ?
Myeloid diff 2: inactive; UTI89 phage lysis: 0.2%; Myeloid diff 2 GFP+ MAC1+ %: 0.8

How did Cc1ccc(OCC(=O)Nc2oc(-c3ccccc3)c(-c3ccccc3)c2C#N)cc1 do in these assays?
Myeloid diff 2: inactive; UTI89 phage lysis: 3.0%; Myeloid diff 2 GFP+ MAC1+ %: 0.6

What do the screens show for `O=C1C(Cc2ccccc2)Nc2ncnc(N3CCN(c4ccccc4)CC3)c2N1Cc1ccc(Br)cc1` (stereo unspecified)?
Myeloid diff 2: inactive; UTI89 phage lysis: 0.3%; Myeloid diff 2 GFP+ MAC1+ %: 1.1&1.0

What do the screens show for `COc1ccc(CNc2ccc(N3CCN(C(C)=O)CC3)cc2)cc1OC`?
Myeloid diff 2: inactive; UTI89 phage lysis: 0.6%; Myeloid diff 2 GFP+ MAC1+ %: 2.7

Results for Cn1cncc1C#Cc1ccc2cc(C3(O)CCCCC3)oc(=O)c2c1 ?
Myeloid diff 2: inactive; UTI89 phage lysis: 3.1%; Myeloid diff 2 GFP+ MAC1+ %: 1.9

How did COc1ccc(CNC(=O)c2cccc(S(=O)(=O)N3CCN(c4ccc(F)cc4)CC3)c2)cc1 do in these assays?
Myeloid diff 2: inactive; UTI89 phage lysis: 0.2%[50 µM]; Myeloid diff 2 GFP+ MAC1+ %: 0.7

How did COc1ccccc1OCC(=O)Nc1c2c(nn1-c1ccc(C)cc1)CS(=O)(=O)C2 do in these assays?
Myeloid diff 2: inactive; UTI89 phage lysis: 0.8%[50 µM]; Myeloid diff 2 GFP+ MAC1+ %: 0.8

What do the screens show for `Cc1ccc(C)c(S(=O)(=O)N2CCN(C(=O)/C=C/c3ccco3)CC2)c1`?
Myeloid diff 2: inactive; UTI89 phage lysis: -0.4%[50 µM]; Myeloid diff 2 GFP+ MAC1+ %: 1.8

What do the screens show for `COc1ccccc1C(=O)NC(CCSC)C(=O)NC1CC1` (stereo unspecified)?
Myeloid diff 2: inactive; UTI89 phage lysis: 0.6%[50 µM]; Myeloid diff 2 GFP+ MAC1+ %: 1.0

What do the screens show for `Cc1ccc(/C=C/C(=O)Nc2cc(S(=O)(=O)N3CCOCC3)ccc2N2CCOCC2)cc1`?
Myeloid diff 2: inactive; UTI89 phage lysis: 0.2%[50 µM]; Myeloid diff 2 GFP+ MAC1+ %: 0.2

What do the screens show for `COc1cccc(C(=O)Nc2ccc(C(=O)NCC3CCCO3)cc2)c1` (stereo unspecified)?
Myeloid diff 2: inactive; UTI89 phage lysis: -0.2%; Myeloid diff 2 GFP+ MAC1+ %: 0.5

What do the screens show for `CC(Sc1nnc(C2CC2)n1C1CC1)C(=O)NCc1cccs1` (stereo unspecified)?
Myeloid diff 2: inactive; UTI89 phage lysis: 1.0%[50 µM]; Myeloid diff 2 GFP+ MAC1+ %: 0.3

What do the screens show for `CCOC(=O)c1ccccc1NC(=O)Cc1ccc(S(=O)(=O)N2CCCC2)s1`?
Myeloid diff 2: inactive; UTI89 phage lysis: -0.9%; Myeloid diff 2 GFP+ MAC1+ %: 0.9

What do the screens show for `COc1ccc(NC(=O)CN(C)CC(=O)NCC(=O)Nc2ccc(F)cc2)cc1`?
Myeloid diff 2: inactive; UTI89 phage lysis: 1.1%[50 µM]; Myeloid diff 2 GFP+ MAC1+ %: 0.6

3 entries picked at random from those above:
What do the screens show for `COc1ccccc1C(=O)NC(CCSC)C(=O)NC1CC1` (stereo unspecified)?
Myeloid diff 2: inactive; UTI89 phage lysis: 0.6%[50 µM]; Myeloid diff 2 GFP+ MAC1+ %: 1.0

What do the screens show for `COc1cccc(C(=O)Nc2ccc(C(=O)NCC3CCCO3)cc2)c1` (stereo unspecified)?
Myeloid diff 2: inactive; UTI89 phage lysis: -0.2%; Myeloid diff 2 GFP+ MAC1+ %: 0.5

What do the screens show for `CC(Sc1nnc(C2CC2)n1C1CC1)C(=O)NCc1cccs1` (stereo unspecified)?
Myeloid diff 2: inactive; UTI89 phage lysis: 1.0%[50 µM]; Myeloid diff 2 GFP+ MAC1+ %: 0.3

Compounds above containing an aryl thioether with sulfur outside any ring:
What do the screens show for `O=C(CSc1nnc(NC(=O)c2c(F)cccc2F)s1)NCC1CCCO1` (stereo unspecified)?
Myeloid diff 2: inactive; UTI89 phage lysis: 0.8%[50 µM]; Myeloid diff 2 GFP+ MAC1+ %: 0.6

How did COc1ccc(SC[C@H](Cc2ccccc2)N2CC[C@@H](NC(=O)OCc3ccccc3)CCC2=O)cc1 do in these assays?
Myeloid diff 2: inactive; UTI89 phage lysis: 0.8%; Myeloid diff 2 GFP+ MAC1+ %: 1.1

What do the screens show for `CC(Sc1nnc(C2CC2)n1C1CC1)C(=O)NCc1cccs1` (stereo unspecified)?
Myeloid diff 2: inactive; UTI89 phage lysis: 1.0%[50 µM]; Myeloid diff 2 GFP+ MAC1+ %: 0.3

Later entries:
What do the screens show for `O=C(NCCC(=O)N1CCN(c2ccccn2)CC1)c1ccc(Cl)cc1`?
Myeloid diff 2: inactive; UTI89 phage lysis: 0.3%[50 µM]; Myeloid diff 2 GFP+ MAC1+ %: 0.7

What do the screens show for `CC(=O)Nc1sc(C)c(C)c1C(=O)OCC(=O)N(Cc1ccccc1)C(C)C`?
Myeloid diff 2: inactive; UTI89 phage lysis: 0.5%[50 µM]; Myeloid diff 2 GFP+ MAC1+ %: 0.8

What do the screens show for `CN(C)c1ccc(C(CNS(=O)(=O)c2ccc([N+](=O)[O-])cc2)N2CCCC2)cc1` (stereo unspecified)?
Myeloid diff 2: inactive; UTI89 phage lysis: 0.8%[50 µM]; Myeloid diff 2 GFP+ MAC1+ %: 0.5

Results for COc1ccc2cc(C3=CC(=O)CCC3)ccc2c1 ?
Myeloid diff 2: inactive; UTI89 phage lysis: 1.2%; Myeloid diff 2 GFP+ MAC1+ %: 0.3

Results for COc1ccc(CC(=O)Oc2ccc(F)c(F)c2)cc1S(=O)(=O)N1CCOCC1 ?
Myeloid diff 2: inactive; UTI89 phage lysis: 0.9%[50 µM]; Myeloid diff 2 GFP+ MAC1+ %: 0.6

What do the screens show for `COc1ccc(OC)c2sc(N(CCCN(C)C)C(=O)CCS(=O)(=O)c3ccccc3)nc12`?
Myeloid diff 2: inconclusive; UTI89 phage lysis: -0.3%[50 µM]

What do the screens show for `CC(OC(=O)/C=C/c1ccccc1)C(=O)N1CCc2ccccc21` (stereo unspecified)?
Myeloid diff 2: inactive; UTI89 phage lysis: 1.6%[50 µM]; Myeloid diff 2 GFP+ MAC1+ %: 1.3

Results for O=C(NNC1CCN(Cc2ccccc2)CC1)c1ccccc1 ?
Myeloid diff 2: inactive; UTI89 phage lysis: -1.0%; Myeloid diff 2 GFP+ MAC1+ %: 0.8

How did Clc1ccc(Cl)c(-c2nn3c(Cn4cnc5ccccc54)nnc3s2)c1 do in these assays?
Myeloid diff 2: inactive; UTI89 phage lysis: 0.4%; Myeloid diff 2 GFP+ MAC1+ %: 0.1

Results for COc1ccccc1CNC(=O)c1cccc(S(=O)(=O)N(C)c2ccccc2)c1 ?
Myeloid diff 2: inactive; UTI89 phage lysis: -0.7%[50 µM]; Myeloid diff 2 GFP+ MAC1+ %: 0.8
